# From PubChem
# PTAP TSG101 blk = blocks PTAP/TSG101 interaction to inhibit HIV-1 budding; Q99816; Fluorescence polarization, FITC-PTAP peptide / Tsg101 binding; Potency, µM (titrated, usually from 115 µM), for the others: at the top dose activity change, negative = inhibition, hits mostly inhibitors; 340,000 tested, under 10 active; active = well fitted inhibition curve with a large enough effect in the main read-out, with a control signal flat, not every such curve was filed as active; inconclusive = small, poorly fitted or top-dose-only effect, or effect the other way, or a change in a side signal; inactive = no such curve, though single readings can be large or run the other way; also: potency is read from the fitted curve at half-maximal effect; % of control where 0% means no effect
# Target sequence (Q99816 whole entry, looked up): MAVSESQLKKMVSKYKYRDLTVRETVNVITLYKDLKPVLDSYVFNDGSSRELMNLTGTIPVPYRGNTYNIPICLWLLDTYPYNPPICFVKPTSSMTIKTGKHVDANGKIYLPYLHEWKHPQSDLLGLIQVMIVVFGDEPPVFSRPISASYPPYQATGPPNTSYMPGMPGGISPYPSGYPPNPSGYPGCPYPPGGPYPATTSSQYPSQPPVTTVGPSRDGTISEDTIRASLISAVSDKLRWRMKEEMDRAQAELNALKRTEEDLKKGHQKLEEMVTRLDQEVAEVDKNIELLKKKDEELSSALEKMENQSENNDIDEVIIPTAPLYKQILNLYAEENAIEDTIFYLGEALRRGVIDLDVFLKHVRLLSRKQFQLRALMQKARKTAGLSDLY
#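 Compounds were pin-transferred onto Tsg101 binding domain (10 uM final) in HEPES pH 7.5 buffer, then FITC-PTAP peptide was added at 50 nM final. After 20 min at RT, polarization reported peptide displacement across a qHTS concentration series.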
# B2AR arrestin = beta2AR (human) beta-arrestin recruitment activity | P07550 | beta-arrestin recruitment to beta2AR, cell-based reporter | Potency, µM (top dose mostly 46.1 µM), for the others: top-dose activation, most hits filed as activators | hit rate 0.02% among 330,000;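 also: potency is read from the fitted curve at half-maximal effect; 0% = DMSO controls and full agonism = EC100 isoproterenol or metaproterenol; nearly all actives have a fitted effect of over 65% in size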
# Target sequence (P07550 whole entry, looked up): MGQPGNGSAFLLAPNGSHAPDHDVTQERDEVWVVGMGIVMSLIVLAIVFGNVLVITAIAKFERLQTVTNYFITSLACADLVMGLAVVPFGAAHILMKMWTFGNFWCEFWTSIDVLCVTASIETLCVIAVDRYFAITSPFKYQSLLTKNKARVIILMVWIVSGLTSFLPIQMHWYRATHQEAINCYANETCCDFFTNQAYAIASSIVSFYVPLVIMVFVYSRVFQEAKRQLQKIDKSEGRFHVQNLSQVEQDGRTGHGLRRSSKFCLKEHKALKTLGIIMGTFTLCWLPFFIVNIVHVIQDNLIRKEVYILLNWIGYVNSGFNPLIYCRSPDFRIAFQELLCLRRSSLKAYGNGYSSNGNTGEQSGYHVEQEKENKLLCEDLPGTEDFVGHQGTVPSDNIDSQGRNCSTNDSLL
# ELG1 genotox = induces genotoxicity in HEK293T cells with luciferase-tagged ELG1 | hit rate 1.3% among 330,000 | HEK293T ELG1-luciferase reporter, luminescence, 16 h | Potency, µM (titrated, usually from 46 µM), without a hit: at the top dose activity change, positive = activation, hits mostly activators; also: potency is read from the fitted curve at half-maximal effect; % of control where 0% means no effect; nearly all actives have a fitted effect of over 60% in size
#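 HEK293T cells expressing luciferase-tagged ELG1 were exposed to compound or DMSO vehicle for 16 hr at 37 °C and 5% CO2. Luciferase activity was then measured with ONE-Glo after 30 min at room temperature.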
# a7 integrin act = activators of alpha7 integrin expression for muscular dystrophy | alpha7betagal myoblasts, beta-gal FDG fluorescence, 48 h | Potency, µM (highest dose often 38.3 µM), inactives show top-dose activation, actives largely listed as activators | hit rate 0.064% among 350,000 | AID 624291;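 also: potency is read from the fitted curve at half-maximal effect; 100% = response of the positive control SU9516; nearly all actives have a fitted effect of over 60% in size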
#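 Alpha7betagal+/- myoblasts (passage 13) were plated 16-24 hr, then exposed to compounds (1:260 dilution of DMSO stock) for 48 hours at 37C. After MPER lysis, β-galactosidase reporter activity was read as FDG fluorescence (ex 480/em 540) after 30 minutes.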
# p53 reactivator = mutant p53 re-activation in reporter cells; H1299 p53-A138V BP100-luciferase reporter, luminescence, 24 h; Potency, µM (top dose mostly 92.2 µM), for inactives: at the highest dose activity change, positive = activation, usual class: activators; hit rate 0.063% among 320,000; also: potency is read from the fitted curve at half-maximal effect; % of control where 0% means no effect; nearly all actives have a fitted effect of over 45% in size
#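 p53-null H1299 cells stably carrying temperature-sensitive p53-A138V and a BP100-luciferase reporter were pinned with compounds (4-point, 1:5 series) and held 24 hrs at 37 deg C. Luminescence was read 10 min after detection reagent.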
# Eya2 phos inh = blocks the phosphatase activity of human Eya2 | O00167 | recombinant Eya2, OMFP fluorescence dephosphorylation (OMFP is methylfluorescein phosphate) | Potency, µM (highest dose often 76.9 µM), for inactives: top-dose activity, negative = inhibition, hits mostly inhibitors | hit rate 0.006% among 330,000; also: potency is read from the fitted curve at half-maximal effect; % is scaled to controls: 0 for no effect and ±100 for the full control effect
#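 Eya2 protein (added as 0.2 uM solution) was preincubated with compound for 10 min at ambient temperature in 50 mM HEPES pH 7.5, 50 mM NaCl, 5 uM MgCl2, 0.05% BSA, 1 mM DTT. OMFP (added at 50 uM) then reacted 10 min; fluorescence read at 485/525 nm.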
# TRPV1 ag = agonists of human vanilloid receptor 1 (TRPV1). Q8NER1. TRPV1-expressing cells, Fluo-8 calcium influx, agonist mode. activation, % at 8.33 µM. hit rate 0.19% among 320,000; in the data active = activation above about 80%; inconclusive = between about 30% and that limit; also: 0% is about no effect
#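 Fluo-8 calcium influx in TRPV1-expressing cells, kinetic read (ex 480/em 520 nm). Compound added and read 3 min for agonist activity, followed by capsaicin at EC20 final and 2 min further read for enhancement.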
# USP2a inh = blocks human ubiquitin-specific protease USP2a | Potency, µM (titrated, usually from 38.3 µM), for inactives: top-dose activity change, negative = inhibition, actives largely listed as inhibitors | hit rate 0.01% among 330,000 | USP2 core, Ub-CHOP2 coupled fluorogenic reporter, 485/531;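 also: potency is read from the fitted curve at half-maximal effect; plate controls were DMSO wells for no effect and full inhibition by NEM control for full effect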
#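 USP2 core (10nM final) preincubated 30min RT with compound in 20mM Tris-HCl pH 8.0, 2mM CaCl2, 2mM beta-mercaptoethanol, 0.05% CHAPS; 25nM Ub-CHOP2 plus 25nM reporter substrate added, fluorescence (Ex485/Em531) read after 60min.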
# BRCA1 expr up = activators of BRCA1 expression. MCF7-BRCA1-FFLuc reporter, luminescence, 48 h; response scale: scaled: vehicle 0%, 10 µM genistein 100%. Potency, µM (series often up to 46.1 µM), inactives show at the highest dose activation, actives largely listed as activators. hit rate 1.1% among 380,000. AID 624202; also: potency is read from the fitted curve at half-maximal effect; nearly all actives have a fitted effect of over 80% in size; some results filed as inactive show a strong effect at the top dose
#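 Quantitative HTS in MCF7 cells stably reporting BRCA1 expression via firefly luciferase. Compound treatment lasts 48 h at 37 °C in phenol-red free MEM. Activation is expressed relative to genistein at 10 microM and DMSO.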
# uPA surface inh = blocks generation of uPA at the cell surface | cell surface uPA generation assay, qHTS | Potency, µM (top dose mostly 38.3 µM), inactives show at the top dose activity change, negative = inhibition, usual class: inhibitors | hit rate 0.31% among 330,000; active = well fitted inhibition curve with a large enough effect; inconclusive = small, poorly fitted or top-dose-only effect; inactive = no such curve, though single readings can be large or run the other way; tested in mouse RAW 264.7 cells; also: potency is read from the fitted curve at half-maximal effect; % is scaled to controls: 0 for no effect and ±100 for the full control effect; nearly all actives have a fitted effect of over 55% in size
# S-ASM inh = inhibitors of human secretory acid sphingomyelinase; P17405; placental ASM, HMU-PC fluorogenic substrate, 60 min; Potency, µM (series often up to 57.5 µM), for the others: at the highest dose activity change, negative = inhibition, most hits filed as inhibitors; hit rate 0.006% among 340,000; AID 504937; also: potency is read from the fitted curve at half-maximal effect
#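 HMU-PC0 cleavage (9 uM final) by human placental ASM, 60 min at 37 °C following 10 min compound exposure at RT; stopped at pH 10, fluorescence Ex 386/Em 447 nm.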
# Starred values were filed as active, the others as inactive; u = inconclusive; x = no result given; & = joins results of further samples. Unless noted, calls follow the shape of the dose curve; as a rule, active = well fitted curve in the direction sought with a large enough effect; inconclusive = small, poorly fitted or top-dose-only effect, or another doubt; inactive = no such curve, though single readings can be large; an effect the other way counts as inactive or inconclusive.
no.	compound	PTAP TSG101 blk	B2AR arrestin	ELG1 genotox	a7 integrin act	p53 reactivator	Eya2 phos inh
1	C/C(=N/NC(=O)c1ccccc1O)c1ccc(N2C(=O)C3CCCCC3C2=O)cc1 (configuration not stated)	0%	0.3%	1%	16%	6%	9%
2	CC(C)[C@H](NC(=O)c1ccco1)C(=O)OCC(=O)Nc1cccc(F)c1	0%	-0.1%	2%	2%	2%	6%
3	COc1cccc(-c2nn(C)c3sc(C(=O)NCc4ccc(C)o4)cc23)c1	-4%	7.5%	-17%	-36%	1%	-2%
4	COc1ccccc1NC(=O)c1ccc(NC(=O)COC(=O)C2(C)CC2(Cl)Cl)cc1 (configuration not stated)	0%	0.0%	-11%	-8%	-2%	2%
5	COc1ccc2nc(/N=C(\N)NC(=O)Nc3ccccc3)nc(C)c2c1	0%	-0.3%	-1%	-8%	27%	-2%
6	Cc1ccc(-c2n[nH]c(=O)c3ccccc23)cc1S(=O)(=O)NCCN1CCOCC1	-6%	-0.6%	5%	-19%	-2%	0%
7	Cc1ccccc1N1CCN(C2CCCN(C(=O)CCC(F)(F)F)C2)CC1 (configuration not stated)	-1%	0.2%	-3%	-37%	8%	-5%
8	COc1ccc(NC(=O)COC(=O)[C@@H]2CCCN2C(=O)c2cccs2)c(OC)c1	-9%	0.0%	0%	15%	-3%	8%
9	CCNS(=O)(=O)c1ccc(C(=O)OCc2cc(=O)oc3cc(OC)ccc23)cc1	-4%	-0.4%	4%	3%	-13%	4%
10	CN(C)c1ccc(P(=O)(OC2CCCCC2)C(O)c2ccncc2)cc1 (configuration not stated)	-1%	3.2%	0%	-2%	-5%	0%
11	CCOc1cc(/C=N\NC(=O)c2c(C)nc3ccccn23)ccc1O	-2%	-4.4%	1%	-4%	x	15%
12	CCCNc1cc(C)oc(=O)c1C(=O)CCC	-6%	0.1%	2%	33%	0%	-36%
13	CCOC(=O)c1ccc(NC(=O)CNC(=O)C23CC4CC(CC(C4)C2)C3)cc1	-2%	0.4%	-1%	-40%	-4%	-14%
14	COc1cc(NC(=O)c2cncc(-c3ccc(C#N)cc3)c2)cc(C(=O)Nc2cccc(C(F)(F)F)c2)c1	0%	-0.8%	u	-9%&24%	0%	-26%
15	Cc1cc(N2C(=O)C(=O)/C(=C(/O)c3ccccc3)C2c2cccs2)no1 (configuration not stated)	0%	0.2%	0%	-21%	-3%	10%

no.	TRPV1 ag	USP2a inh	BRCA1 expr up	uPA surface inh	S-ASM inh
1	5	0%	7%	1%	-2%
2	0	3%	-3%	-9%	6%
3	14	0%	-50%	-10%	-17%
4	11	2%	-36%	-8%	-8%
5	13	-5%	37%	-17%	26%
6	0	1%	-6%	1%	-1%
7	0	2%	0%	9%	2%
8	0	3%	-2%	4%	0%
9	3	-1%	0%	2%	4%
10	1	0%	-6%	-3%	2%
11	-3	-1%	4%	4%	0%
12	27	2%	9%	-27%	1%
13	10	-7%	6%	3%	-4%
14	6	-4%	-65%&-46%	5%	7%
15	-4	6%	-5%	5%	3%

# Copied from the list.
# Result of Cc1ccc(-c2n[nH]c(=O)c3ccccc23)cc1S(=O)(=O)NCCN1CCOCC1 under USP2a inh: 1%
# Result of CC(C)[C@H](NC(=O)c1ccco1)C(=O)OCC(=O)Nc1cccc(F)c1 under ELG1 genotox: 2%

# Next part:
no.	compound	PTAP TSG101 blk	B2AR arrestin	ELG1 genotox	a7 integrin act	p53 reactivator	Eya2 phos inh
16	O=C(Nc1ccc(Cl)cc1Cl)c1ccc2c(=O)n3c(nc2c1)CCC3	-11%	-0.7%	u	-10%	u	4%
17	COc1ccccc1NC(=O)NC(=O)N(C(C)C)S(C)(=O)=O	-2%	-1.2%	4%	18%	0%	1%
18	CCCCC(=O)Nc1ccc(C(=O)Nc2cc(C(F)(F)F)ccc2Cl)cc1	-11%	-0.7%	10%	0%	-12%	8%
19	COc1ccc(CCNC(=O)C(CCC(N)=O)NS(=O)(=O)c2ccc(Cl)cc2)cc1OC (configuration not stated)	-4%	-0.2%	-3%	-6%	-2%	-26%
20	O=C(C1CCCN(Cc2ccccc2F)C1)N1CCCC1 (configuration not stated)	1%	-1.3%	-2%	33%	x	9%
21	COc1ccc(C2=NOC(C(=O)Nc3cccnc3)C2)cc1 (configuration not stated)	-8%	4.5%	3%	3%	3%	4%
22	CCc1nn(C(CC)C(=O)NCCCN2CC(C)CC(C)C2)c(=O)c2cc3oc(C)cc3n12 (configuration not stated)	-7%	-0.3%	-1%	-22%	-6%	6%
23	Cc1ccccc1-c1cc(C(=O)NCc2cccc(C(F)(F)F)c2)nn1CC1CC(c2cccc([N+](=O)[O-])c2)=NO1 (configuration not stated)	1%	-0.2%	-1%	-43%	2%	-14%
24	Cc1nc2c3c(-c4ccccc4)c(-c4ccccc4)oc3ncn2n1	x	-0.2%	-4%	x	10%	-5%
25	CC(C)Cn1c(=O)c2ccccc2c2ccccc2c1=O	0%	-0.4%	4%	3%	0%	1%
26	CCN(CC)Cc1c(C(=O)OC)nnn1-c1nonc1N	-13%	0.1%	1%	19%	3%	2%
27	Nc1nc2ccccc2n1C(=O)c1cccs1	-2%	0.1%	u	5%	16%	3%
28	CCOC(=O)CCNC(=O)Nc1ccc2nc(C)n(Cc3ccccc3Cl)c(=O)c2c1	-9%	0.0%	1%	16%	-10%	-12%
29	Cc1ccc(C(=O)NNCC(=O)Nc2ccc(Cl)cc2F)cc1	-4%	-0.3%	0%	38%	-4%	0%
30	CCN(CC)S(=O)(=O)c1cccc(-c2nnc(SCC(=O)NC3CCCCCCC3)n2N)c1	-4%	0.3%	-7%	-22%	0%	1%

no.	TRPV1 ag	USP2a inh	BRCA1 expr up	uPA surface inh	S-ASM inh
16	-2	1%	u	1%	-3%
17	3	0%	-18%	x	-2%
18	22	1%	-37%	1%	0%
19	-9	3%	10%	2%	1%
20	-4	1%	0%	u	8%
21	2	4%	1%	1%	5%
22	-1	3%	-3%	-11%	1%
23	1	1%	-23%	2%	0%
24	2	0%	x	x	x
25	18	0%	16%	5%	-14%
26	2	3%	0%	3%	1%
27	-2	-5%	u	-6%	0%
28	0	2%	-3%	11%	28%
29	x	3%	-4%	1%	-6%
30	4	6%	-29%	x	0%

# Later entries
no.	compound	PTAP TSG101 blk	B2AR arrestin	ELG1 genotox	a7 integrin act	p53 reactivator	Eya2 phos inh
31	CC(C)(C)OC(=O)N/N=C\c1ccc(OC(=O)c2cccs2)cc1	-3%	-0.5%	u	15%	u	2%
32	O=C(CCCN1C(=O)/C(=C\c2ccccc2)SC1=S)Nc1ccccc1O	-2%	-0.9%	-11%	-21%	19%	9%
33	COC(=O)c1ccc(N=NN2CCCCCC2)cc1	-5%	-0.3%	u	0%	u	-11%
34	Cc1nc2ccc([N+](=O)[O-])cc2c(=O)n1Cc1ccc(F)cc1	-3%	-0.7%	-5%	2%	-3%	-1%
35	COc1cc2cc(Oc3ccc4ccc(=O)oc4c3)c(=O)oc2cc1OC(=O)C=C(C)C	x	-0.1%	1%	x	2%	17%
36	Cc1ccc(O)c(C(=O)c2cnc(/N=C(\N)N(C)C)nc2)c1	0%	-0.4%	-1%	21%	2%	7%

no.	TRPV1 ag	USP2a inh	BRCA1 expr up	uPA surface inh	S-ASM inh
31	1	-3%	u	-4%	-11%
32	1	3%	0%	-10%	-3%
33	25	-3%	u	-21%	0%
34	1	0%	-11%	5%	-2%
35	8	-9%	x	x	x
36	0	1%	22%	7%	0%

# By substructure, the compounds so far with two or more sulfur atoms.
no.	compound	PTAP TSG101 blk	B2AR arrestin	ELG1 genotox	a7 integrin act	p53 reactivator	Eya2 phos inh
30	CCN(CC)S(=O)(=O)c1cccc(-c2nnc(SCC(=O)NC3CCCCCCC3)n2N)c1	-4%	0.3%	-7%	-22%	0%	1%
32	O=C(CCCN1C(=O)/C(=C\c2ccccc2)SC1=S)Nc1ccccc1O	-2%	-0.9%	-11%	-21%	19%	9%

no.	TRPV1 ag	USP2a inh	BRCA1 expr up	uPA surface inh	S-ASM inh
30	4	6%	-29%	x	0%
32	1	3%	0%	-10%	-3%
